Screens deposited in PubChem BioAssay by National Center for Advancing Translational Sciences (NCATS).
Abeta yeast res = compounds reversing amyloid beta toxicity in yeast; yeast expressing A-beta42, growth rescue, OD600, 48 h; response scale: 0% DMSO, 100% iron-clioquinol control; Potency, µM (titrated, usually from 46.1 µM), for the others: at the top dose growth rescue, usual class: activators; hit rate 0.063% among 410,000; AID 1347071; note: potency is the fitted concentration of half-maximal effect; nearly all actives have a fitted effect of over 55% in size
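Yeast growth medium received pinned compounds, then yeast cells expressing toxic A-beta were added; plates incubated at 30 C for 48 hr. Growth read as absorbance at 600 nm, normalized to DMSO and equimolar FeCl3 plus clioquinol controls.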
pAkt inh = blocks phosphorylation of Akt | hit rate 0.32% among 360,000 | activity change, % for hits at 50 µM | Neuro2A IGF-stimulated pAkt S473 HTRF, 20 min; active compounds read low | AID 651550; in the data active = activity change below about -80%; inconclusive = mostly about -51% to -80%; note: % is set by controls: 0 for no effect and ±100 for the full control effect
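Single-point screen (50 µM final compound) in Neuro2A cells stimulated 20 min with 6 nM IGF at 37 deg C. After lysis, Ser473-phosphorylated Akt read by HTRF (ex 330 nm, em 615/665 nm) as the 665/615 ratio.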
FUS yeast rescue = rescues growth of FUS-expressing yeast; S. cerevisiae FUS-expressing, growth rescue, OD600, 24 h; Potency, µM (titrated, usually from 76.6 µM), inactives show at the highest dose growth rescue (activation), hits mostly activators; hit rate 0.24% among 390,000; AID 1347120;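 note: potency is the fitted concentration of half-maximal effect; plate controls were DMSO vehicle for no effect and reference control for full effect; nearly all actives have a fitted effect of over 55% in size; some results filed as inactive show a strong effect at the top dose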
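Galactose (2%) drives FUS expression in yeast precultured in raffinose; seeding density OD 0.005. Test compounds incubated 24hr at 30C and 99% humidity before absorbance at 600 nm was measured.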
MmCpn inh = blocks the Methanococcus maripaludis chaperonin Mm-Cpn; purified Mm-Cpn ATPase, ADP Transcreener TR-FRET; Potency, µM (series often up to 76.9 µM), for inactives: at the highest dose activity, negative = inhibition, hits mostly inhibitors; hit rate 0.031% among 330,000; AID 504842; note: potency is the fitted concentration of half-maximal effect; % is set by controls: 0 for no effect and ±100 for the full control effect; nearly all actives have a fitted effect of over 80% in size
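Purified archaeal Mm-CPN (25nM final) preincubated 10 min at 37degC with compound, then 10uM ATP for 30 min at 37degC; ADP measured by HTRF Transcreener TR-FRET; buffer 30 mM TRIS pH 7.4, 100mM KCl, 5mM MgCl2, 1mM DTT.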
GLP1R cytotox = cytotoxic in the GLP-1 receptor inverse agonist counter-screen | HEK293 cAMP-luciferase reporter cells, luminescence, 24 h | Potency, µM (highest dose often 38.3 µM), inactives show top-dose activity change, negative = inhibition, hits mostly inhibitors | hit rate 0.13% among 410,000;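 note: loss of luciferase light is scored as toxicity; potency is the fitted concentration of half-maximal effect; % is set by controls: 0 for no effect and ±100 for the full control effect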
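Luminescence readout: signal drop marks cytotoxicity. Plated cells grew 12 h at 37 °C, 5% CO2, received 23 nL compound for 24 h, then got luciferase reagent, read after 12 min at RT.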
aSyn yeast inh = alpha-synuclein toxicity inhibition in yeast | Potency, µM (titrated, usually from 46.1 µM), for inactives: at the top dose growth rescue (activation), hits mostly activators | Yeast expressing alpha-synuclein, growth rescue, BacTiter-Glo, 24 h | hit rate 0.14% among 370,000; note: potency is the fitted concentration of half-maximal effect; % of control where 0% means no effect; nearly all actives have a fitted effect of over 65% in size
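Galactose-induced alpha-syn yeast (OD600=0.02, raffinose-pregrown) + pinned cpd, 24 hr, 30 deg C; growth by BacTiter-Glo luminescence. Growth restoration scores as activation.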
PTHR1 ag = agonists of human PTHR1 parathyroid hormone receptor | Q03431 | HEK293 GP2 PTHR1 cells, GloSensor cAMP luminescence, 1 h | Potency, µM (doses to about 115 µM), inactives show at the highest dose activation, hits mostly activators | hit rate 0.075% among 410,000 | AID 743266; note: potency is the fitted concentration of half-maximal effect; nearly all actives have a fitted effect of over 55% in size; some results filed as inactive show a strong effect at the top dose; inactives centre near -15; many of its hits are not listed in these tables
Target sequence (Q03431 whole entry, looked up): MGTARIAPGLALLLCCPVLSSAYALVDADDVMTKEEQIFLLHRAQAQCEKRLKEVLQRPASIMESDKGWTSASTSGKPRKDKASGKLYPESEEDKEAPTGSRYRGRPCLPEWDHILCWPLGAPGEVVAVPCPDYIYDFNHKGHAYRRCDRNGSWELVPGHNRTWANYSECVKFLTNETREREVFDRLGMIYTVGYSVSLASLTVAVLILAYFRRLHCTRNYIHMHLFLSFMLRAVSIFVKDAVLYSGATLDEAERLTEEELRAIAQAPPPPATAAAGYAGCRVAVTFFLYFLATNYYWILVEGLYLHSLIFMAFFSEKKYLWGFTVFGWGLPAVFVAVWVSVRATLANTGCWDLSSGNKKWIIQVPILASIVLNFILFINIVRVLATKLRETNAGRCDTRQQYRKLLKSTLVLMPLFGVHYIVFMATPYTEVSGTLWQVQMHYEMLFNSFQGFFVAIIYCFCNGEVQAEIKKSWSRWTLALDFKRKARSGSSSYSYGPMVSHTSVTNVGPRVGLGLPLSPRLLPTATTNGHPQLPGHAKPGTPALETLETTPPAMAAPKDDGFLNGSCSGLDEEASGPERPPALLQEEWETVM
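HEK-293-derived GP2 cells expressing PTHR1 and a GloSensor cAMP reporter, 3,000/well, plated overnight, given luciferin plus IBMX (each 0.5 mM as added) for 1 h at 37 °C, then compound for 1 h at 37 °C. Luminescence was read after 15 min at room temperature.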
TDP-43 yeast inh = TDP-43 toxicity inhibition in yeast; TDP-43 expressing yeast growth rescue, BacTiter-Glo, 24 h; Potency, µM (doses to about 46.1 µM), inactives show top-dose growth rescue (activation), hits mostly activators; hit rate 1.8% among 410,000; AID 652104; note: potency is the fitted concentration of half-maximal effect; % of control where 0% means no effect; nearly all actives have a fitted effect of over 50% in size
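In this qHTS, compounds that restore growth of yeast expressing TDP-43 appear as activators. Cells (OD600=0.02, galactose medium, raffinose-pregrown) are incubated with compound 24 hr at 30 deg C and growth is quantified by BacTiter-Glo.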
GLP-1R inv ag = acts as inverse agonist at human GLP-1 receptor | P43220 | hit rate 1.6% among 410,000 | Potency, µM (highest dose often 38.3 µM), for inactives: top-dose activity change, negative = inhibition, most hits filed as inhibitors | HEK293 GLP-1R CRE-luciferase, luminescence, 24 h; GLP-1R form is constitutively active | AID 624417; note: potency is the fitted concentration of half-maximal effect; % is set by controls: 0 for no effect and ±100 for the full control effect; nearly all actives have a fitted effect of over 55% in size
Target sequence (P43220 whole entry, looked up): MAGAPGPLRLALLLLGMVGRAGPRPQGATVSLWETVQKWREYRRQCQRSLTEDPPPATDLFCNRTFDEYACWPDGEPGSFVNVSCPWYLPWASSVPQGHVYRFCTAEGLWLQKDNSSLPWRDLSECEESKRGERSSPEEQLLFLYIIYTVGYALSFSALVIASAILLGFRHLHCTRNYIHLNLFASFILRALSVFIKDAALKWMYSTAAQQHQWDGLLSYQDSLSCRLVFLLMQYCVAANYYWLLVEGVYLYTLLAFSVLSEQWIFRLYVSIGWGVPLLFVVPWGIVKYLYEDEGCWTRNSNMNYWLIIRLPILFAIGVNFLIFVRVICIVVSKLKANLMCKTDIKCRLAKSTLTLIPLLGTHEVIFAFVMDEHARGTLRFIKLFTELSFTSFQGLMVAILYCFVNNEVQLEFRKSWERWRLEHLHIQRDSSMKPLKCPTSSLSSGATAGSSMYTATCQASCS
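Stable HEK293 clone (constitutively active GLP-1R + cAMP-response luciferase); 200 cells/uL plated, 12 h pre-culture, compound 24 hr, 37 deg C/5% CO2; detection reagent 12 min RT; luminescence.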
Starred values were filed as active, the others as inactive; i = inactive; ? = inconclusive; . = no result given; [ ] = another dose, or the depositor's remark. Unless noted, calls come from the whole dose curve; as a rule, active = well fitted curve in the direction sought with a large enough effect; inconclusive = small, poorly fitted or top-dose-only effect, or another doubt; inactive = no such curve, though single readings can be large; an effect the other way counts as inactive or inconclusive. These rows are one share of the data; rates above refer to the full screens.

The opening 7 records, to show the layout:
canonical_smiles	Abeta yeast res	pAkt inh	FUS yeast rescue	MmCpn inh	GLP1R cytotox	aSyn yeast inh	PTHR1 ag	TDP-43 yeast inh	GLP-1R inv ag
Cc1ccc(CN2CCN(Cc3cnc(N4CCOCC4)s3)CC2CCO)o1 (configuration not stated)	6%	i	-3%	-8%	-19%	2%	-22%	3%	-7%
Cc1ccc(Cl)cc1-n1ncc2c(Nc3cccc(C)c3C)ncnc21	?	.	21%	.	-25%	.	-34%[inhibitor]	?	?
O=C(Nc1ccccn1)c1csc2c1CCCC2	-17%	i	-10%	-1%	6%	-26%	-4%	7%[9.22 µM]	0%
Cc1ccc(C)c(-c2nnc(NC(=O)c3ccc([N+](=O)[O-])o3)o2)c1	3%	i	-1%	-4%	-6%	20%	-32%[inhibitor]	12%	5%
Cc1ccc(-n2ncc3c(N4CCN(C)CC4)ncnc32)cc1Cl	-18%	.	-18%	.	-4%	.	-10%	-5%	-12%
N#C/C(=C\c1c(N2CCC(C(N)=O)CC2)nc2ccccn2c1=O)C(=O)NCc1ccco1	10%	i	35%	-1%	12%[1.53 µM]	0%	-18%	6%	23%
COc1ccc(N2CCN(C(=O)c3ccc(CS(=O)c4cccc(Cl)c4)o3)CC2)cc1 (configuration not stated)	2%	i	23%	.	-12%	5%	-4%	14%	?

All compounds of this part, repeating the preview:
canonical_smiles	Abeta yeast res	pAkt inh	FUS yeast rescue	MmCpn inh	GLP1R cytotox	aSyn yeast inh	PTHR1 ag	TDP-43 yeast inh	GLP-1R inv ag
Cc1ccc(CN2CCN(Cc3cnc(N4CCOCC4)s3)CC2CCO)o1 (configuration not stated)	6%	i	-3%	-8%	-19%	2%	-22%	3%	-7%
Cc1ccc(Cl)cc1-n1ncc2c(Nc3cccc(C)c3C)ncnc21	?	.	21%	.	-25%	.	-34%[inhibitor]	?	?
O=C(Nc1ccccn1)c1csc2c1CCCC2	-17%	i	-10%	-1%	6%	-26%	-4%	7%[9.22 µM]	0%
Cc1ccc(C)c(-c2nnc(NC(=O)c3ccc([N+](=O)[O-])o3)o2)c1	3%	i	-1%	-4%	-6%	20%	-32%[inhibitor]	12%	5%
Cc1ccc(-n2ncc3c(N4CCN(C)CC4)ncnc32)cc1Cl	-18%	.	-18%	.	-4%	.	-10%	-5%	-12%
N#C/C(=C\c1c(N2CCC(C(N)=O)CC2)nc2ccccn2c1=O)C(=O)NCc1ccco1	10%	i	35%	-1%	12%[1.53 µM]	0%	-18%	6%	23%
COc1ccc(N2CCN(C(=O)c3ccc(CS(=O)c4cccc(Cl)c4)o3)CC2)cc1 (configuration not stated)	2%	i	23%	.	-12%	5%	-4%	14%	?
Cc1cccc(C(=O)N2CCC(Cc3ccccc3)CC2)c1[N+](=O)[O-]	-4%	i	16%	-1%	-7%	20%	-27%	-5%	?
CCOC(=O)c1ccc(NC(=O)c2c(N)n(C)c(=O)[nH]c2=O)cc1	6%	i	-17%	.	5%	0%	i	4%	79%[activator]
Brc1ccc(-c2nnc(-c3ccco3)o2)cc1	-12%	i	.	-1%	0%	1%	-25%	19%	20%
COc1cc(C(=O)Nc2c(C(=O)O)[nH]c3ccccc23)cc(OC)c1OC	9%	i	-11%	-4%	16%	-7%	-24%	7%	11%
CCN(CC)CCNC(=O)c1ccc(NC(=O)C2CCN(S(=O)(=O)c3ccc4c(c3)OCCO4)CC2)cc1	5%	i	16%	3%	12%	-14%	i	-9%	16%
O=S(=O)(c1cc(Cl)ccc1Cl)n1cccn1	0%	i	11%	1%	5%	1%	i	-15%	-9%
CCOC(=O)C(CC(=O)O)N1CCCCC1 (configuration not stated)	-11%	i	15%	-1%	-13%	5%	-14%	-1%	3%
COc1cc(Cn2c(=O)sc3ccccc32)ccc1OCCC(C)C	?	.	16%	.	2%	.	-20%	17%	10µM*
O=c1cc(-c2ccsc2)oc2ccc(-c3ccc4cc[nH]c4c3)cc12	7%	i	6%	-6%	2%	-10%	-19%	7%	11%
COC(=O)c1cccnc1NC(=S)NNC(=O)c1ccncc1	3%	.	-1%	2%	1%	.	i	8%	0%
CCOc1ccc(-n2c(SC(C)C)nc3c(c2=O)SCC3)cc1	4%	i	16%	-4%	-3%	0%	-5%[57.5 µM]	18%	?
Cc1ccc2[nH]c3c(=O)n(N)c(=O)[nH]c3c2c1	-11%	i	-5%	-4%	4%	3%	-10%	8%	18%
Cc1ccc(O)c(CP(=O)(c2ccccc2)c2ccccc2)c1	1%	i	10%	2%	6%[1.53 µM]	0%	-20%	11%	-17%
Cc1ccccc1C(=O)Nc1scc(-c2ccc(Br)cc2)c1C(=O)O	6%	i	3%	.	3%	-1%	i	-24%	-15%
Cc1cc(NC(=O)c2cccs2)cc(-c2nc3ncccc3o2)c1O	12%	i	3%	-1%	2%	6%	-11%	16%	-2%
CC1CN=C(N(C(=O)Nc2ccccc2)C(C)C)S1 (configuration not stated)	-15%	i	24%	1%	-14%	-1%	i	-29%	11%
CN(C)c1nc(NCc2ccccc2)nc(SCC(=O)Nc2ccccc2Cl)n1	11%	i	.	-1%	-10%	12%	-16%	?	?
CCC[C@H]1CN(Cc2cccnc2)C(=O)[C@@H]1CC(=O)Nc1ccc(Br)cc1	8%	i	6%	.	-3%	8%	-3%	23%	-24%
COc1ccccc1CN1CC(C(=O)N2CCN(c3ccc(F)cc3)CC2)CC1=O (configuration not stated)	-1%	i	6%	-1%	-1%	7%	-16%[57.5 µM]	-22%	-6%
CCOC(=O)Cn1c(=O)cc(C)c2cccc(C)c21	14%	i	-8%	3%	-1%	1%	-40%[inhibitor]	23%	-9%
COCCOC(=O)C1=C(C)NC(=O)NC1c1ccc(Cl)cc1 (configuration not stated)	0%	i	-2%	1%	8%	-1%	-13%[57.5 µM]	-17%	14%
O=C(CNS(=O)(=O)c1ccccc1Br)OCC(=O)N1CCc2ccccc21	-5%	i	?	1%	-7%	2%	-16%[57.5 µM]	9%	0%
N#CC1=C(SCc2ccccc2)NC(=O)C(C#N)C12CCCC2 (configuration not stated)	28%	i	-7%	0%	74%[activator]	14%	-17%	15%	-12%
Cc1cccc(NC(=O)CN(C)S(=O)(=O)c2ccc3c(c2)CCC(=O)N3)c1C	-1%	.	8%	.	23%	.	i	20%	6%
COc1ccc(/C=C/c2nc3sc4c(c3c(=O)o2)CCC4)cc1	1%	i	.	.	3%	0%	-1%	13%	-15%
O=c1c2cc3c(cc2[nH]c(=S)n1C1CCN(Cc2ccccc2)CC1)OCO3	-3%	i	-8%	-1%	-1%	0%	i	3%	13%
C=CCNC(=O)c1cccc(NS(=O)(=O)c2ccc(Cl)cc2)c1	-2%	i	9%	2%	-8%	7%	-4%	-13%	-3%
CC(=O)Nc1cc(-c2cccnc2)cn2c(-c3cccc(C(F)(F)F)c3)cnc12	-3%	i	36%	.	-19%	-13%	0%	22%	?
CCCCCCCC1CC(CSc2ncn[nH]2)OC1=O (configuration not stated)	-10%	i	13%	2%	-7%	-1%	i	10%	21%
CC(C)N(C(=O)CS(=O)(=O)c1ccc(Cl)c(Cl)c1)C(C)C	-13%	i	23%	-4%	4%[7.66 µM]	0%	-13%	12%[9.22 µM]	6%[7.66 µM]
COC(=O)C1(C)NCCc2c1[nH]c1ccccc21 (configuration not stated)	-6%	i	-28%	-5%	13%	-2%	-14%	0%	7%
O=C(C1CCN(C2CC(=O)N(c3cccc(Cl)c3)C2=O)CC1)N1CCCCCC1 (configuration not stated)	-28%[9.22 µM]	i	-15%	1%	7%	-68%[inhibitor]	-18%	-92%[inhibitor]	4%
C=CC[C@@H](CC(=O)N[C@H](CO)Cc1ccccc1)C(=O)N[C@H](COC(=O)[C@@H](CC=C)CC(=O)OC(C)(C)C)Cc1c[nH]c2ccccc12	3%	i	?	-1%	-58%	-2%	-60%[inhibitor]	-1%	?
CCN1CCN(C(=O)c2ccc(CS(=O)(=O)Cc3ccccc3F)o2)CC1	8%	i	21%	0%	0%	4%	-8%	-9%	0%
CC1C(=O)C(C)C(c2cc(Br)ccc2O)NC1c1cc(Br)ccc1O (configuration not stated)	?	i	23%	.	?	0%	-3%	-20%	5µM*
CCNC(=O)NC(=O)COC(=O)CNC(=O)COc1ccccc1	6%	i	4%	-4%	-20%	-1%	i	-5%	0%
